# Scp-1 inhibitor: Scp-1 phosphatase inhibitors, primary screen, biochemical, colorimetric, uHTS; Recombinant Scp1, phosphopeptide, malachite green phosphate absorbance; AID 493091, 2011; 340,000 tested, 0.88% active; inhibition, % at 20 µM;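 active = inhibition above about 50% at 20 µM, limit read from the data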;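 note: plate controls were DMSO wells with enzyme for no effect and wells lacking enzyme for full effect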
#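 Material – SCP-1 phosphatase catalytic domain, residues 76-261 · Buffer or medium – Acidic Tris acetate buffer with magnesium and detergent · Also added – Phospho 17-mer peptide substrate · Compound – single 20 µM dose, 1% DMSO · Times – 45 min room-temperature reaction, 5 min colour, 30 min stabiliser · Technique – Phosphate-binding colour reagent, absorbance read at 630 nm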
# SKN-1 block: suppressors of acrylamide-induced Pgst-4::GFP reporter in worms, primary screen, SKN-1 inhibitor project, whole organism, uHTS, GFP/RFP fluorescence ratio, strain VP596. C. elegans VP596 Pgst-4::GFP/RFP ratio, 24 h. inhibition, % at 21.8 µM. 360,000 tested, 0.49% active. AID 624304, 2012;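 active = interference check ratio from 0.5 to 1.5 plus GFP to RFP signal ratio inhibition reaching or exceeding a fixed threshold, cut at about 30% in these data, passing the limit was not always enough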; note: some compounds called inactive have numbers as strong as hits
# NRP1-CendR mod: modulators of CendR peptide binding to NRP-1, primary screen, biochemical, fluorescence polarization, uHTS. AID 602438, 2012. 360,000 tested, 0.85% active. FAM-RPARPAR peptide binding to NRP-1. Neuropilin-1 (Homo sapiens), O14786. inhibition, % at 25 µM;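 active = inhibition or corrected inhibition above about 18%, plus a signal ratio from 0.5 to 1.5, limit read from the data, passing the limit was not always enough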; note: strong numbers were not always called active
# Target sequence (O14786 whole entry, looked up): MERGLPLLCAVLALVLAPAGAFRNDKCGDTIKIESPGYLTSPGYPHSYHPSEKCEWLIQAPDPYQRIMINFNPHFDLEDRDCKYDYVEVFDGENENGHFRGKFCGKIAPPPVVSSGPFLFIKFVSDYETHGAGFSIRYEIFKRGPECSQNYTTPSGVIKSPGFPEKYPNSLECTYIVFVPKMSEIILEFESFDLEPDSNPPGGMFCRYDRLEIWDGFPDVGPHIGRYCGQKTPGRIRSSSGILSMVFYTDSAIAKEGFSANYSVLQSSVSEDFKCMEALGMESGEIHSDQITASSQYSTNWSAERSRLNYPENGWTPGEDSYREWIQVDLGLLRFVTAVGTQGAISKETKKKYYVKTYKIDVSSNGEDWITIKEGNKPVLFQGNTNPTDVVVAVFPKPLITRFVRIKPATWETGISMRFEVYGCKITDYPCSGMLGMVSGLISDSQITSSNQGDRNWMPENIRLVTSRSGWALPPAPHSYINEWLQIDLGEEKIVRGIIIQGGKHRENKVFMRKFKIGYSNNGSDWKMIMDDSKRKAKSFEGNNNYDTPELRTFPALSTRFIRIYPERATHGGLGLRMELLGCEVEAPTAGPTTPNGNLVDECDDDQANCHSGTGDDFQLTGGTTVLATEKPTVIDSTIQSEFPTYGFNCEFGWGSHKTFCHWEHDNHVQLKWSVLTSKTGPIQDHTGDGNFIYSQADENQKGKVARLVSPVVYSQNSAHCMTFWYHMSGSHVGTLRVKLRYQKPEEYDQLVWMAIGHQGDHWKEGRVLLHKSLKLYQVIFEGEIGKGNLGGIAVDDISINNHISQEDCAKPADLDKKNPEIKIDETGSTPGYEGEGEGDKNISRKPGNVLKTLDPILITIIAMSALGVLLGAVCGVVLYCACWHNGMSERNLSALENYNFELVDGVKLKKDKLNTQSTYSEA
# DNMT1 block: human DNMT1 methyltransferase inhibitors, primary screen, biochemical, molecular beacon, fluorescence, HinP1I cleavage, uHTS | 360,000 tested, 0.83% active | inhibition (reported as % activation of signal), % at 10 µM; in the data active = inhibition above about 50%
# Neddylation inh: inhibitors of cullin neddylation, primary screen, biochemical, TR-FRET, uHTS, NAE and Ubc12; calls only at 25 µM; 360,000 tested, 0.58% active; in the data active = inhibition above about 36%
# Tb MetRS inh: T. brucei MetRS inhibitors, primary screen, biochemical, luminescence; inhibition, % at 11.9 µM; methionyl-tRNA synthetase (Trypanosoma brucei brucei); 360,000 tested, 0.4% active; purified T. brucei MetRS, ATP depletion, Kinase-Glo luminescence; AID 624268, 2012;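 active = inhibition above a per-plate cutoff of the control wells' mean inhibition plus 3 SD, cut at about 5.5% in these data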;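 note: 0% = DMSO wells median and 100% = median of wells with control inhibitor compound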
#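 Assay system: T. brucei methionyl-tRNA synthetase, purified | Medium: HEPES buffer with MgCl2, KCl, DTT, spermine, BSA, pyrophosphatase | Compound: 11.9 µM single point | Incubation: 15 min enzyme-compound preincubation, 2 h reaction, 10 min detection, 25 °C | Measured by: Kinase-Glo luciferase luminescence reporting remaining unconsumed ATP | Measure: % inhibition normalized to control-well medians | Replication: Singlicate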
# LMPTP inh: LMPTP phosphatase inhibitors, primary screen, biochemical, fluorescence intensity, uHTS; 360,000 tested, 0.22% active; Low molecular weight phosphotyrosine protein phosphatase (Homo sapiens), P24666; recombinant LMPTP-A, OMFP fluorogenic substrate; inhibition, % at 20 µM; AID 651560, 2012;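 active = compounds that cut the enzyme signal by at least half of the control window in the single-dose screen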;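 note: plate controls were DMSO wells with enzyme plus substrate for no effect and substrate without enzyme for full effect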
# Target sequence (P24666 whole entry, looked up): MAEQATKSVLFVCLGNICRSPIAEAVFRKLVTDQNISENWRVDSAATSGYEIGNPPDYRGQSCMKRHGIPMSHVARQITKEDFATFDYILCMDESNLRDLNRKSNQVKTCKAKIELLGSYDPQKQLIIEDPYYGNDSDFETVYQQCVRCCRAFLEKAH
#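 Material: LMPTP-A; amount: 0.625 nM enzyme; doses: single 20 µM dose; times: reaction 50 min, room temperature, dark; technique: fluorescence intensity of OMFP turnover product; benchmarks: no-enzyme and uninhibited controls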
# STEP inh: STEP phosphatase inhibitors, primary screen, biochemical, fluorescence intensity, uHTS | Tyrosine-protein phosphatase non-receptor type 5 (Homo sapiens), P54829 | recombinant STEP, OMFP fluorogenic substrate | inhibition, % at 20 µM | 360,000 tested, 0.25% active | AID 588621, 2011;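 active = inhibition at 20 µM, scaled per plate between control wells, above about 37%, limit read from the data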;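 note: 0% = DMSO with enzyme and substrate and 100% = substrate only without enzyme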
#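 Test system: STEP tyrosine phosphatase / Reagent: OMFP at 25 µM / Doses: 20 µM, 1% DMSO / Read-out: percent inhibition scaled to no-enzyme and uninhibited-enzyme controls, plate-pattern corrected / Detection: FITC-channel fluorescence of OMFP product / Medium: Bis-Tris buffer pH 6.0, 2.5 mM DTT, 0.005% Tween 20 / Schedule: 20 min at room temperature, dark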
# SUMO1-SIM PPI: modulators of SUMO1 protein-protein interactions, primary screen, biochemical, uHTS. 360,000 tested, 0.33% active. SUMO1 binding to a labelled peptide, TR-FRET, 1 h. AID 602429, 2012. Small ubiquitin-related modifier 1 (Homo sapiens), P63165. inhibition, % at 20 µM; in the data active = inhibition above about 37%
# NadD block: inhibitors of S. aureus NadD, primary screen, biochemical, colorimetric, uHTS; Nicotinate-nucleotide adenylyltransferase NadD (Staphylococcus aureus N315); purified NadD enzyme, colorimetric absorbance read-out; inhibition, % at 20 µM; 360,000 tested, 0.78% active; in the data active = inhibition above about 26%; note: some compounds past the cut are filed as inactive
# The depositor's hits bear a star; i = inactive; x = not tested or not shown; + = active, no number.
SMILES,Scp-1 inhibitor,SKN-1 block,NRP1-CendR mod,DNMT1 block,Neddylation inh,Tb MetRS inh,LMPTP inh,STEP inh,SUMO1-SIM PPI,NadD block
O=C1c2ccccc2C(=O)N1CC(O)COc1ccc(Cl)cc1 (stereo not drawn),-9,10,-4,-4,i,-0.3,0.5,-1,-16,-5
COc1ccc(NS(=O)(=O)c2cc(NC(=O)C3CCCO3)ccc2N2CCCCC2)cc1 (stereo not drawn),-1,14,0,-6,i,-0.1,1.0,1,-4,-1
COc1cc(C(=O)NCCCNc2nc3c(C)cc(C)cc3cc2C#N)cc(OC)c1OC,-4,6,0,-1,x,0.0,-0.2,0,-3,-7
CC(=O)Nc1ccc(OCC(O)Cn2cnc3ccccc32)cc1 (stereo not drawn),-7,30,6,-1,i,-0.2,1.2,2,-1,5
Cc1cc(NC(=O)CSc2nc3ccccc3n2CC(=O)N2CCCCC2)no1,0,3,0,4,i,-1.0,-0.1,-4,-2,-4
C(=NN1CCCCCC1)c1ccc2ccccc2n1,1,2,-36,-5,i,-0.3,3.8,-1,-13,6
CN(C)Cc1c[nH]c2nc[nH]c(=O)c12,-10,13,13,2,i,-0.4,-2.6,-1,3,-3
CC1(C)Cc2ccccc2C(=NCC(=O)O)N1,-1,7,1,1,i,-0.2,0.5,-1,-1,2
COc1cc(N)ccc1Nc1c2ccccc2nc2ccccc12,x,22,6,-14,i,-0.4,87*,6,-62,35*
COc1ccc(N2CCN(C(=O)CCS(=O)(=O)c3ccc4c(c3)NC(=O)CO4)CC2)cc1,-7,5,11,3,i,-0.8,-0.2,0,4,0
COc1ccccc1NC(=O)CSc1nnc(-c2ccc(NC(C)=O)cc2)n1C,-4,-3,5,-4,i,-0.6,-0.1,2,0,6
CCOc1cc(C2CC(=O)NC3=C2C(=O)C(C(=O)OC)C(C)C3)cc(Cl)c1O (stereo not drawn),6,-4,1,0,i,-1.9,-1.6,-3,2,-1
O=C(COC(=O)c1c(F)cccc1F)Nc1cccc(S(=O)(=O)N2CCCCC2)c1,x,10,9,0,i,0.3,1.4,1,25,-6
COc1ccccc1-c1nc(C#N)c(N2CCN(Cc3ccccc3)CC2)o1,-3,10,2,-4,+,0.1,1.4,0,4,4
Cc1ccc(S(=O)(=O)NNC(=O)c2ccccc2-n2cccc2)cc1,-5,-9,-4,0,i,-0.5,-2.4,-2,8,-6
CC(C)N(CCCNC(=O)CC1Oc2ccccc2NC1=O)Cc1ccccc1 (stereo not drawn),-9,-8,7,6,i,-0.5,-1.1,0,2,4
CCn1cc(C(=O)NCc2ccc(Cl)cc2)c(=O)c2cc(S(=O)(=O)N3CCOCC3)ccc21,-12,2,0,-1,i,0.9,1.2,-1,4,0
O=S(=O)(/C=C/c1ccccc1)N1CCN(Cc2ccc3c(c2)OCO3)CC1,3,-13,-5,-8,i,-0.2,0.5,0,0,2
COc1ccc(-c2nc3ccc(C)cn3c2Cc2ccc(C)cc2)cc1OC,x,3,-5,-2,x,-0.8,2.0,2,-4,4
COc1ccc(S(=O)(=O)N(C)C[C@H]2Oc3c(NC(=O)C4CC4)cccc3C(=O)N([C@H](C)CO)C[C@@H]2C)cc1,3,9,1,1,i,0.1,-0.7,1,2,1
Oc1ccccc1C1=NC(c2ccccc2)NC(c2ccccc2)C1 (stereo not drawn),x,1,1,6,i,-0.3,-0.1,2,-3,-6
Cc1cccc(N2CC(C(=O)OCC(=O)c3ccc(OC(=O)c4cccs4)cc3)CC2=O)c1C (stereo not drawn),-35,9,-1,-3,i,-0.2,6.9,-4,-1,6
CCOC(=O)c1cc(C#N)c(N2CCN(C(=O)c3cccc(C(F)(F)F)c3)CC2)nc1C(F)(F)F,-18,-13,8,-8,x,-0.9,4.5,0,-4,2
CCc1ccc(C2=NN(CCC(=O)NCc3cccs3)C(=O)CC2)cc1,-2,1,-14,2,i,-0.8,-0.9,5,2,-4
Cc1ccc2nnnc(-c3ccccc3)c2c1,-7,7,-4,2,i,-0.6,-1.9,-2,-2,-8

# Results in Scp-1 inhibitor and Neddylation inh, for some of the entries so far:
SMILES | Scp-1 inhibitor | Neddylation inh
Cc1ccc(S(=O)(=O)NNC(=O)c2ccccc2-n2cccc2)cc1 | -5 | i
COc1ccccc1NC(=O)CSc1nnc(-c2ccc(NC(C)=O)cc2)n1C | -4 | i
COc1ccc(S(=O)(=O)N(C)C[C@H]2Oc3c(NC(=O)C4CC4)cccc3C(=O)N([C@H](C)CO)C[C@@H]2C)cc1 | 3 | i
CN(C)Cc1c[nH]c2nc[nH]c(=O)c12 | -10 | i
CCn1cc(C(=O)NCc2ccc(Cl)cc2)c(=O)c2cc(S(=O)(=O)N3CCOCC3)ccc21 | -12 | i
O=S(=O)(/C=C/c1ccccc1)N1CCN(Cc2ccc3c(c2)OCO3)CC1 | 3 | i
COc1cc(C(=O)NCCCNc2nc3c(C)cc(C)cc3cc2C#N)cc(OC)c1OC | -4 | x

# (continued)
SMILES,Scp-1 inhibitor,SKN-1 block,NRP1-CendR mod,DNMT1 block,Neddylation inh,Tb MetRS inh,LMPTP inh,STEP inh,SUMO1-SIM PPI,NadD block
COc1ccccc1NC(=O)C(=O)N/N=C(\C)CC(=O)Nc1ccc(OCc2ccccc2)cc1,-14,1,8,-14,i,-0.8,0.4,3,3,12
Cc1nc(N2CCN(c3ccccn3)CC2)c2c(C)c(C(=O)Nc3ccc(F)c(Cl)c3)sc2n1,7,-5,6,-11,i,-0.6,6.4,4,-77,29*
CCOC(=O)C1CCCN(C(=O)CN2C(=O)NC(C)(c3ccc4ccccc4c3)C2=O)C1 (stereo not drawn),-1,-1,-1,2,i,-0.1,-1.0,-2,1,-1
CCOc1ccccc1/C=C(/NC(=O)c1ccccc1)C(=O)N1CCCCC1,0,8,-3,4,i,-0.6,-1.0,0,-1,-3
COc1ccc(CCN(C)CC(=O)Nc2c(C)cc(C)cc2C)cc1OC,4,0,-1,0,i,-1.6,-0.6,-4,1,-7
CCN(CC)CCNC(=O)c1cc(Sc2nnc(C)s2)nc2ccccc12,5,-3,-8,11,i,-0.7,-2.3,-1,-8,-6
CC(C)(C)c1ccc(CS(=O)(=O)CC2(O)CCN(C(=O)c3cccc(C(F)(F)F)c3)CC2)cc1,-7,-10,17,3,i,-0.7,-1.4,-1,-2,-4
O=C(COC(=O)CCC1CCCCC1)Nc1ccc(OC(F)F)cc1,-7,-11,22,12,i,-0.5,3.0,-5,-6,-7
CCCOc1ccc(N2C(=O)CC(NCC(=O)OCC)C2=O)cc1 (stereo not drawn),4,-9,11,0,i,0.1,-1.9,0,4,-3
Cc1cccc(OCCOC(=O)c2c(-c3ccccc3)noc2C)c1,-17,12,8,0,i,-0.1,5.3,2,6,2
Cc1ccc2nc(C3CCCCC3)c(CC(C)(C)C)n2c1,x,22,-10,14,i,-0.2,-0.5,0,-2,0
CN(C)CCNC(=O)c1ccc(-c2nn(C)c(=O)c3ccccc23)cc1,-2,-14,4,4,i,-1.2,-0.3,-1,-4,0
COc1ccc(N2C(=O)CCC(C(=O)c3ccccc3)=C2C)cc1,-10,-21,10,-5,i,0.2,-0.1,2,-5,6
CCCN(Cc1nnc(-c2ccccc2Cl)o1)C(=O)c1oc2ccccc2c1C,-12,13,-9,-3,i,0.2,2.2,-2,3,-3
COCCNC(=O)CSc1nccn1Cc1ccc2c(c1)OCO2,-17,7,-8,1,i,0.5,-1.3,-2,0,-3
OCCc1ccc(O)c(-n2nc3ccccc3n2)c1,-6,5,2,0,i,0.2,1.1,0,-8,2
NNc1nc(-c2ccccc2)cc(-c2ccc(Br)cc2)n1,14,-1,-2,-3,i,1.2,8.1,5,-7,23
COCC(=O)Nc1c(C(=O)N2CCCC2)oc2ccccc12,3,10,15,-2,i,-1.3,-1.0,-1,-1,-3
CC(=O)Nc1cccc(-c2nnc(-c3ccccc3)o2)c1,-9,4,-6,1,i,0.2,-0.6,2,3,-8
Cc1[nH]n(-c2ccccc2)c(=O)c1C=Nc1ccc(S(=O)(=O)Nc2nccs2)cc1,1,3,7,-1,i,-0.3,0.0,-1,6,18
CCCC(=O)Nc1cccc(-c2cn3ccsc3n2)c1,3,-3,-11,0,i,-0.3,-0.9,4,-1,7
Cn1ncc(Cl)c1C(=O)N1CCN(c2ccccc2)CC1,-11,1,5,2,i,0.0,-0.5,2,4,-6
O=C1CC(c2ccccc2)c2cc(O)ccc2O1 (stereo not drawn),-15,-2,4,7,i,-0.8,-0.8,0,2,1

# Some of these compounds in order of molar mass, low to high:
SMILES,Scp-1 inhibitor,SKN-1 block,NRP1-CendR mod,DNMT1 block,Neddylation inh,Tb MetRS inh,LMPTP inh,STEP inh,SUMO1-SIM PPI,NadD block
Cc1ccc2nc(C3CCCCC3)c(CC(C)(C)C)n2c1,x,22,-10,14,i,-0.2,-0.5,0,-2,0
O=C(COC(=O)CCC1CCCCC1)Nc1ccc(OC(F)F)cc1,-7,-11,22,12,i,-0.5,3.0,-5,-6,-7
COc1ccccc1NC(=O)C(=O)N/N=C(\C)CC(=O)Nc1ccc(OCc2ccccc2)cc1,-14,1,8,-14,i,-0.8,0.4,3,3,12
CC(C)(C)c1ccc(CS(=O)(=O)CC2(O)CCN(C(=O)c3cccc(C(F)(F)F)c3)CC2)cc1,-7,-10,17,3,i,-0.7,-1.4,-1,-2,-4
